Assay outcomes from PubChem BioAssay.
LmPK inh: inhibitors of Leishmania mexicana pyruvate kinase | Potency, µM (series often up to 57.5 µM), inactives show top-dose activity change, negative = inhibition, most hits filed as inhibitors | actives 0.37% (n = 290,000) | AID 1721 | Q27686 | purified LmPK, Kinase-Glo ATP luminescence, 1 h
Target sequence (Q27686 whole entry, looked up): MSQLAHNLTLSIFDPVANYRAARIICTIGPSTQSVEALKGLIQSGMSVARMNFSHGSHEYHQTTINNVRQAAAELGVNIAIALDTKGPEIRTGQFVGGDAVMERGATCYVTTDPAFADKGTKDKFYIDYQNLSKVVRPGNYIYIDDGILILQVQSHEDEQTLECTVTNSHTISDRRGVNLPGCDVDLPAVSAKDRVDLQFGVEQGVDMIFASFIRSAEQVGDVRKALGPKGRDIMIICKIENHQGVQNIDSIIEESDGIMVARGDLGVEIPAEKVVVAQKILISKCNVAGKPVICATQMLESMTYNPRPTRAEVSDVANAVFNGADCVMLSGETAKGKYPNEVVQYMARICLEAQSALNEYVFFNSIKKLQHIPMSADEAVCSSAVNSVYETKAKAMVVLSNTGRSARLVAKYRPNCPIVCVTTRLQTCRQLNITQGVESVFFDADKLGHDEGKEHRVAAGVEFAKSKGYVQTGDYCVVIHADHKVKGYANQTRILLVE
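Purified LmPK (0.1 nM) with 0.5 mM PEP and 0.1 mM ADP in imidazole buffer pH 7.2 with MgCl2/KCl, 1 h at room temperature. ATP formed was read by luciferase luminescence and normalized to no-enzyme and uninhibited controls.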
HCV inh: HCV inhibition. Huh7.5.1 HCVcc-Cre infection, luciferase reporter, 44 h. Potency, µM (doses to about 41.8 µM), for inactives: at the top dose activity change, negative = inhibition, actives largely listed as inhibitors. actives 3.4% (n = 340,000). AID 651820
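Luciferase read-out (15 sec integration) after a 15 min room-temperature substrate step quantifies HCVcc-Cre infection. Cells, 1,000 per well, had compound added 4 h post-plating, then virus at ~0.5 moi, and were cultured 44 h.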
Pf growth 48h: inhibits P. falciparum growth in the first generation, 48 h | actives 5.9% (n = 310,000) | P. falciparum luciferase growth in erythrocytes, 48 h | Potency, µM (doses to about 28.7 µM), for inactives: at the top dose activity change, negative = inhibition, usual class: inhibitors
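Erythrocytes infected with P. falciparum carrying an integrated firefly luciferase reporter (2% hematocrit, 0.1% parasitemia final) were exposed to compounds in RPMI 1640 with 0.5% Albumax at 37 C, 5% CO2. Growth inhibition was scored as reduced luminescence.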
Sm TGR inh: S. mansoni TGR enzyme inhibition. purified TGR, DTNB reduction, TNB absorbance 405 nm. actives 3% (n = 360,000). AID 485364. Potency, µM (top dose mostly 114 µM), for the others: at the top dose activity change, negative = inhibition, hits mostly inhibitors. Q962Y6; note: nearly all actives have a fitted effect of over 60% in size
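First, TGR (20 nM dispensed) and NADPH were mixed with compound. Second, a 15 min room-temperature incubation followed. Third, further NADPH and then DTNB were added to start the reaction. Finally, TNB absorbance was monitored kinetically.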
Tb PYK inh: inhibitors of Trypanosoma brucei pyruvate kinase; actives 0.12% (n = 410,000); Q57TT1; AID 624173; TbPYK enzyme, Kinase-Glo Plus ATP luminescence, 45 min; Potency, µM (series often up to 76.8 µM), for the others: top-dose activity, negative = inhibition, usual class: inhibitors; note: nearly all actives have a fitted effect of over 50% in size
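Luminescent Kinase-Glo Plus end-point after 45 min room-temperature reaction of T. brucei pyruvate kinase started with 130 uM ADP (final). Buffer TEA 50 mM pH 7.2 with KCl, MgCl2, BSA, Tween-20; titration-based qHTS with fitted concentration-effect curves.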
Pf growth 96h: P. falciparum growth inhibition at 96 hours. AID 504834. Potency, µM (series often up to 28.7 µM), inactives show at the highest dose activity change, negative = inhibition, most hits filed as inhibitors. actives 6.9% (n = 320,000). P. falciparum luciferase reporter growth, 96 h
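Luminescence readout: decreased luciferase signal marks inhibited growth of reporter-expressing P. falciparum in infected red cells (2% hematocrit, 0.05% parasitemia final), exposed to compound two generations (96 h, 37 C, 5% CO2).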
* hit, by the source's call; ? = inconclusive; / = not tested or not shown; & = joins results of further samples; [ ] = remark or other dose. Calls come from the whole dose curve; as a rule, active = well fitted curve in the direction sought with a large enough effect; inconclusive = small, poorly fitted or top-dose-only effect, or another doubt; inactive = no such curve, though single readings can be large; an effect the other way counts as inactive or inconclusive. % is set by controls: 0 for no effect and ±100 for the full control effect; potency is the fitted concentration of half-maximal effect.

molecule	LmPK inh	HCV inh	Pf growth 48h	Sm TGR inh	Tb PYK inh	Pf growth 96h
O=C(Nc1ccc(Br)cc1)c1cc([N+](=O)[O-])cc([N+](=O)[O-])c1	8%	?	2.6µM*	-19%	-27%	5%
COc1ccc(Cc2nc3ccc(C(=O)NCC(C)(C)OC)cc3o2)cc1	1%	-3%	-13%	-3%	3%	103%[activator]
C#CCOCCOCCOCCNc1nc(N2CCN(C(=O)[C@H](Cc3cc4ccccc4[nH]3)n3cc([C@@H](N)C(C)CC)nn3)CC2)nc(N2CCN(C(=O)[C@H](CCCCN)n3cc([C@@H](N)CC(C)C)nn3)CC2)n1 (some centres undefined)	3%	14%	21%	?	6%	3%
Cc1ccc(NC(=O)CO/N=C/c2ccc(N(C)C)cc2)cc1	-1%	-14%	13%	4%	1%	40%[activator]
CCC(=O)Nc1nc2ccc(S(C)(=O)=O)cc2s1	0%	-12%	15%	-10%	2%	?
Cc1ccc(OCCC(=O)O)cc1	-7%	-4%	1%	0%	4%	3%
Cc1cccc(-c2noc(CCCC(=O)Nc3cccnc3)n2)c1	2%	?	15%	1%	-13%	-6%
CCN1CCN(S(=O)(=O)c2ccc(OC)c(NC(=O)c3ccccc3)c2)CC1	1%	/	-4%	-25%	1%	0%
CC(Sc1nc2ccccc2c(=O)n1CC1CCCO1)C(=O)NC(C)c1ccccc1 (centres undefined)	/	12%	?	-4%	-11%	-29%
COc1ccccc1OCC(=O)NCC(C)NC(=O)COc1ccccc1OC (centres undefined)	/	4%	2%	0%	-4%	5%
CC(NC(=O)c1cc(=O)[nH]c2ccc(Br)cc12)c1ccccc1 (centres undefined)	0%	/	3%	-5%	/	?
Cc1[nH]n(-c2ccc([N+](=O)[O-])cc2)c(=O)c1C=NCCc1ccc(S(N)(=O)=O)cc1	-6%	-24%	-6%	-1%	-6%	?
N/C(=N\OC(=O)C1CCCCC1)c1cccc(Br)c1	-6%	3%	-16%	6%	-11%	4%
COc1ccc(C(=O)N2CCCCCC2)cc1S(=O)(=O)N1CCOCC1	6%	-4%	6%	-2%	-5%	-12%
Cc1ccc2nc(-c3ccccn3)c(Nc3ccccc3C)n2c1	1%	5µM*	?	0%&7%	7%&-1%	6%
O=C(Nc1ccc2c(c1)oc1ccccc12)C1CC1	0%	10µM*	124%[activator]	6%	-2%	/
O=C(C1CCC(=O)N(C2CCCC2)C1)N1CCC(Oc2ccccc2Cl)CC1 (centres undefined)	-6%	?	-21%	5%	0%	10%
O=C1c2ccccc2C(=O)N1CCCSc1nc2ccccc2o1	1%	17%	/	2%[11.4 µM]	3%	164%[activator]
O=C1NC(c2ccc(O)cc2)Nc2ccccc21 (centres undefined)	0%	?	16%	-28%	0%	-29%
CC(C)(CNC(=O)c1ccc([N+](=O)[O-])c(Cl)c1)CNC(=O)c1ccc([N+](=O)[O-])c(Cl)c1	4%	?	?	-1%	2%	?
O=S(=O)(Nc1ccc(Cc2ccncc2)cc1)c1ccc(Br)s1	3%	-24%	?	-18%	-4%	?
Cc1ccc(-c2nc3ccccc3[nH]2)cc1N	16µM*	11%	95%[activator]	8%	4%	/
CCC(=O)Nc1nnc(SCC(=O)N2c3ccccc3CC2C)s1 (centres undefined)	2%	?	?	-2%	2%	?
CCc1nnc(N/N=C/c2c(C)[nH]c3ccccc23)n1N	-2%	-9%	2%	/	-9%	-21%
CCc1ccc(N(C2C=CS(=O)(=O)C2)S(=O)(=O)c2ccccc2)cc1 (centres undefined)	1%	7%	?	6%	5%	0%
CCN(CC(=O)NCc1ccc(Cl)cc1)C(=O)CN1C(=O)NC(CC)(c2ccccc2)C1=O (centres undefined)	-2%	8%	-6%	-18%	-1%	-14%
O=C(COC(=O)CCc1ccccc1)NC12CC3CC(CC(C3)C1)C2	1%	21%	6%	8%	4%	-4%
CC(C)CSc1nnc2c(n1)[nH]c1ccccc12	4%	-8%	/	2%	9%	?
COc1ccc(C(=O)O)cc1S(=O)(=O)NC(C)C	-4%	3%	1%	8%	-11%	57%[activator]
c1cc2c3c(cccc3c1)NC(c1ccc3c(c1)OCO3)N2	0%	-2%	/	18µM*	-11%	?

Quoted from the listing.
Value for `O=C(COC(=O)CCc1ccccc1)NC12CC3CC(CC(C3)C1)C2` in Tb PYK inh: 4%
Value for `C#CCOCCOCCOCCNc1nc(N2CCN(C(=O)[C@H](Cc3cc4ccccc4[nH]3)n3cc([C@@H](N)C(C)CC)nn3)CC2)nc(N2CCN(C(=O)[C@H](CCCCN)n3cc([C@@H](N)CC(C)C)nn3)CC2)n1` (some centres undefined) in LmPK inh: 3%

Quoted at random: 2 entries already listed, in no set order.
molecule	LmPK inh	HCV inh	Pf growth 48h	Sm TGR inh	Tb PYK inh	Pf growth 96h
O=S(=O)(Nc1ccc(Cc2ccncc2)cc1)c1ccc(Br)s1	3%	-24%	?	-18%	-4%	?
Cc1cccc(-c2noc(CCCC(=O)Nc3cccnc3)n2)c1	2%	?	15%	1%	-13%	-6%

2 entries from above in a different format:
Values run as follows: LmPK inh, HCV inh, Pf growth 48h, Sm TGR inh, Tb PYK inh, Pf growth 96h
> Cc1ccc(NC(=O)CO/N=C/c2ccc(N(C)C)cc2)cc1
→ -1%, -14%, 13%, 4%, 1%, 40%[activator]
> CCC(=O)Nc1nc2ccc(S(C)(=O)=O)cc2s1
→ 0%, -12%, 15%, -10%, 2%, ?

Following part.
molecule	LmPK inh	HCV inh	Pf growth 48h	Sm TGR inh	Tb PYK inh	Pf growth 96h
Cc1cc(CN2C(=O)c3ccccc3C2=O)cc(N2CCOCC2)c1	7%	-13%	/	-28%	-1%	?
Cc1ccc(-c2ccc(C(=O)O)o2)cc1Cl	2%	10%	0%	-28%	-4%	0%
O=C(COC(=O)c1ccc(-c2ccc([N+](=O)[O-])cc2)o1)NC(=O)NC1CCCCC1	5%	13%	17%	40µM*	-18%	-22%
CCC1(c2ccc(F)cc2)NC(=O)N(CC(=O)N2CCc3ccccc32)C1=O (centres undefined)	/	-16%	12µM*	0%	3%	10µM*
CCCCn1c(=O)[nH]c(=O)c2c1nc(-c1ccc(OCCC)c(OCC)c1)n2CCOC	0%	25µM*	9.3µM*	11%	-2%	?
Cc1cccc(NC(=O)CCC(=O)N/N=C/c2cc([N+](=O)[O-])ccc2O)c1	1%	7%	?	2%	-4%	?
Cn1c(/C=N/Nc2nc3ccccc3[nH]2)nc2ccccc21	-23%	?	-17%	-4%	2%	?
CC(=O)Nc1cccc(NC(=O)CN2c3cccc4cccc(c34)S2(=O)=O)c1	/	0%	-28%	1%	-10%	?
COCCCNc1nc2c(c(=O)n(Cc3cccc(Br)c3)c(=O)n2C)n1C	0%	-13%	?	11%	-1%	?
O=C(CCC1CCCC1)NCCCNC(=O)CCC1CCCC1	0%	8%	?	-1%	10%	8%
CCOC(=O)c1cc(NC(=O)c2ccc(C)cc2)c(=O)oc1C(F)(F)F	-6%	-3%	?	-32%	-1%	36%[activator]
Cc1cc(C)cc(NC(=S)Nc2ccc3cn[nH]c3c2)c1	0%	-10%	12%	-30%	-11%	33%[activator]
CCCc1nnc(SCC(=O)Nc2cccc(Cl)c2Cl)o1	0%	-1%	11%	-11%	-1%	4%
Cc1ccc(-c2nc3ncccc3o2)cc1NC(=O)c1ccc([N+](=O)[O-])o1	-4%	3%	0%	-2%	-6%	84%[activator]
Cc1ccc(NC(=O)c2cccs2)cc1NC(=O)c1ccco1	8%	1%	21%	7%	0%	104%[activator]
CC(C)(C)NS(=O)(=O)c1cc(C(=O)Nc2sccc2C#N)ccc1Cl	2%	-25%	2%	?	-22%	21%
CCOC(=O)C1=NNC2(c3ccc(C)cc3)C(=O)N(c3ccccc3)C(=O)C12 (centres undefined)	9%	2%	26%	-10%	4%	70%[activator]
CCOc1ccc(N(CC(=O)NCCSc2ccccn2)S(C)(=O)=O)cc1	3%	11%	-1%	13%	-5%	25%
FC(F)(F)c1ccccc1CN1CCCC(N2CCN(c3ccccc3)CC2)C1 (centres undefined)	-1%	9%	-3%	-4%	6%	-29%
CCc1nc(NCCN2CCOCC2)c(C#N)c2c1CCCC2	-1%	?	2%	-1%	2%	/
O=c1c(C=NCC2CCCO2)c(-c2ccccc2)[nH]n1-c1ccc([N+](=O)[O-])cc1 (centres undefined)	1%	3%	?	4%	11%	?
Cc1cc(C)n2nc(SCC(=O)N3CCOCC3)nc2n1	/	12%	31%[activator]	3%	1%	-6%
COc1ccc(NC(=O)C2OCCc3ccccc32)c(OC)c1 (centres undefined)	9%	-12%	-7%	-2%	-8%	-6%
COC(=O)c1ccccc1S(=O)(=O)N1CCC(C(=O)OC(C)C(=O)NC(N)=O)CC1 (centres undefined)	-4%	6%	7%	1%	3%	8%
NC(=S)c1cn(C2OC(CO)C(O)C2O)c2ncnc(N)c12 (centres undefined)	-4%	0.28µM*	1.3µM*	0%	-28%	4.1µM*
CCc1ccc(-c2nc3ccc(Br)cc3c(C(=O)O)c2C)s1	-1%	11%	-8%	-17%&-4%	2%&-5%	132%[activator]
Cc1ccc(SCC(=O)Nc2nccs2)cc1	-3%	13%	38%[activator]	-1%	-4%	38%
COc1ccc(C2SCCN2S(=O)(=O)c2ccc(NC(C)=O)cc2)cc1 (centres undefined)	3%	?	?	1%	-5%	/
CC(C)CCC1CC(CSC(=N)N)OC1=O (centres undefined)	4%	-23%	?	-1%	4%	8%
CC(c1ccco1)N(C(=O)COc1ccc(Cl)cc1)c1ccccn1 (centres undefined)	-7%	-25%	76%[activator]	?	-5%	-18%
COc1ccc(C(C)=O)cc1CSc1nc2nc(C)cc(C)n2n1	-1%	-17%	-16%	40µM*	7%	-27%
Cc1ccc2c(c1C)NC(C(=O)O)C1CC=CC21 (centres undefined)	-7%&-9%	?	?	2.5µM*	?	/
CCOc1ccc(NC(=O)Nc2cc(-c3ccccc3)sc2C(=O)OC)cc1	0%	?	?	-17%	-1%	?
CCOc1ccc(Br)cc1CNCc1cccnc1	-4%	23%	-14%	2%	2%	?
O=C(NCc1ccco1)c1ccc(Cl)c(S(=O)(=O)N2CCCC2)c1	/	2%	9.3µM*	?	-1%	2.6µM*
O=C(/C=C/c1ccc2c(c1)OCO2)c1c(O)n(CCc2ccccc2)c(=O)[nH]c1=O	3%	8%	?	-3%	2%	?
COc1ccc(-c2nc(C#N)c(NCCCN3CCOCC3)o2)cc1	4%	14%	33%[activator]	-2%	-1%	-10%
CCOC(=O)C1CCCN(C(=O)CC(c2ccccc2)c2ccccc2)C1 (centres undefined)	8%	-3%	?	-17%	-3%	187%[activator]
CC1(C)C(C(=O)NCc2ccco2)C1(C)C	16%	-3%	/	7%[11.4 µM]	-8%	?
